# Source: PubChem BioAssay
# TAAR1 antagonist – human TAAR1 antagonism; Q96RJ0; CHO RD-HGA16 TAAR1, Fluo-8 calcium fluorescence, antagonist; inhibition, % at 3 µM; 360,000 compounds, 1.5% hits; AID 624466;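 active means inhibition above a per-plate cutoff, the mean inhibition of test compounds on that plate plus 3 SD, cut at about 49% in these data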;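 further: 0% = DMSO plus EC80 beta-PEA response and 100% = DMSO alone without agonist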
#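 System: RD-HGA16 CHO cells with stable hTAAR1 and Gα16 | Probe or stimulus: EC80 β-phenethylamine stimulus | Dosing: 3 µM, single point | Times: Dye loading 75 min at 37 °C, then 30 min room temperature | Measured by: Fluo-8 calcium-sensitive fluorescence | Read-out basis: % inhibition of agonist calcium response | Replicates: n of 1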
# OXTR potentiator – human OXTR potentiation; P30559; CHO-OTR cells, Fluo-8 calcium fluorescence, potentiator mode; 0% = oxytocin EC15, 100% = EC100; activation, % at 3 µM; 320,000 compounds, 0.061% hits;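 active means activation above that plate's cutoff, the mean activation of tested compounds plus 3 SD, cut at about 6.6% in these data, passing the limit was not always enough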;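 further: 100% uses oxytocin at 75 nM as the full agonist control; some results filed as inactive read as strong as hits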
# Target sequence (P30559 whole entry, looked up): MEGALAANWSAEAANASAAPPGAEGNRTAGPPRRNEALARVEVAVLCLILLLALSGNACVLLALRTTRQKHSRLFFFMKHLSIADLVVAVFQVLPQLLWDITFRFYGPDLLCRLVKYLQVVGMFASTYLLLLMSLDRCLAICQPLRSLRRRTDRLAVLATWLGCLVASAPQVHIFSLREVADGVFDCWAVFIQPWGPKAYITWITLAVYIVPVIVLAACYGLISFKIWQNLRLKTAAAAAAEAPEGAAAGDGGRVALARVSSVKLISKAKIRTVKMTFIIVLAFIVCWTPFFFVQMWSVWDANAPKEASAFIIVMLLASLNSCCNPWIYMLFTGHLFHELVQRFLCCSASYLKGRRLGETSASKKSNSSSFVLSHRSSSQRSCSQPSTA
#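 System: human OTR in CHO cells; Also added: sub-maximal oxytocin, roughly EC15; Timing: compound 6 min at room temperature before oxytocin, 100 s read; Technique: Fluo-8 intracellular calcium fluorescence, ex 470-495, em 515-575 nm; Controls: oxytocin EC15 low and EC100 high; Replication: singlicate.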
# CHO-K1 Ca antag – counter-screen for M1 antagonists: effect in parental CHO-K1 cells | ATP-induced calcium, Fluo-8 fluorescence | inhibition, % at 3 µM | 360,000 compounds, 0.6% hits | AID 602250;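 active means inhibition above a per-plate cutoff, the plate's mean sample inhibition plus 3 SD, cut at about 24% in these data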;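 further: 0% = DMSO plus EC80 ATP and 100% = DMSO alone without ATP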
# CHO-K1 Ca PAM – M1 PAM counterscreen hit in parental CHO-K1 cells; ATP EC20, Fluo-8 calcium fluorescence; 0% at ATP EC20, 100% at ATP max; 360,000 compounds, 0.02% hits; activation, % at 3 µM;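 active means activation above the run cutoff, the mean activation of all test compounds plus 3 SD, cut at about 40% in these data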;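 further: peak over basal fluorescence ratio in a 140 s read after ATP addition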
# CHRM1 antagonist – antagonists of human M1 muscarinic receptor. P11229. CHO-K1 hM1, Fluo-8 calcium fluorescence, ACh EC80 antagonist. inhibition, % at 3 µM. 360,000 compounds, 1.3% hits;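 active means percent inhibition above its own plate's cutoff, namely the mean of that plate's compound wells plus 3 SD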;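 further: peak over basal fluorescence ratio during 140 s after agonist addition; 0% = ACh EC80 plus DMSO and 100% = DMSO alone without agonist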
# Target sequence (P11229 whole entry, looked up): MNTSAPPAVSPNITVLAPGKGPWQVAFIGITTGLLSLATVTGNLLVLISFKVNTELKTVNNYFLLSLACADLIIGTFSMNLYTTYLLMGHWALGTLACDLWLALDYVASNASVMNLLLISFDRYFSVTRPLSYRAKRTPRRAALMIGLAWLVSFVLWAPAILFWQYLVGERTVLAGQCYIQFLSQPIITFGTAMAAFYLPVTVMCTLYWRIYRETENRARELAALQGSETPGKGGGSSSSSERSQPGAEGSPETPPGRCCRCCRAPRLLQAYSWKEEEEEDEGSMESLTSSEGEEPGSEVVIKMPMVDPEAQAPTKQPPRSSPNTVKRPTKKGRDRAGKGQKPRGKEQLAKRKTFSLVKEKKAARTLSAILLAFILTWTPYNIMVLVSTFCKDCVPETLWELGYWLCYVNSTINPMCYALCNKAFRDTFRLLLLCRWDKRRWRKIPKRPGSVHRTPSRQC
# CHO parental Ca – counter-screen: ATP calcium response change in parental CHO cells | 330,000 compounds, 0.63% hits | parental CHO-K1, ATP-induced calcium, Fluo-8 fluorescence | inhibition, % at 5.6 µM | AID 463079;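 active means inhibition above that plate's mean sample inhibition plus 3 SD, cut at about 26% in these data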;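 further: 0% = ATP-challenged DMSO wells and 100% = DMSO wells without ATP; some compounds past the cut are filed as inactive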
#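 Measured by: calcium-sensitive Fluo-8 fluorescence / Test system: CHO parental line / Controls: ATP-challenged DMSO wells low, unchallenged DMSO wells high / Measure: % inhibition / Compound: single nominal dose of 5.6 µM per compound / Replicates: single well per compound, no replicates / Reagent: ATP as calcium-mobilizing challenge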
# M1 ag parental – counter-screen for M1 agonists: effect in parental CHO-K1 cells; activation, % at 3 µM; Fluo-8 calcium fluorescence; scaled to maximal ATP response, vehicle zero; 360,000 compounds, 0.48% hits; in the data active means activation above about 15%;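 further: untransfected CHO-K1 host cells lacking M1 receptor as counterscreen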
# TAAR1 agonist – human TAAR1 agonism; Q96RJ0; CHO RD-HGA16 TAAR1, Fluo-8 calcium fluorescence; vehicle wells 0%, saturating PEA agonist 100%; activation, % at 3 µM; 360,000 compounds, 0.99% hits; AID 624467;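 active means activation above the mean activation of all test compounds in the run plus 3 SD, cut at about 38% in these data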
#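 System: CHO-derived RD-HGA16 cells with stable Gα16 and human TAAR1 / Times: 17-24 h plating, Fluo-8 75 min 37 °C, 30 min RT / Technique: calcium-sensitive Fluo-8 signal, excitation 470-495, emission 515-575 nm / Measure: % activation relative to PEA EC100 response / Benchmarks: DMSO and PEA EC100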
# CHRM1 agonist – activates human CHRM1 receptor. CHO-K1 hM1, Fluo-8 calcium fluorescence, agonist mode; 0% DMSO, 100% acetylcholine EC100. AID 588814. 360,000 compounds, 0.33% hits. activation, % at 3 µM. P11229;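 active means activation above the run's mean compound activation plus 3 SD, cut at about 16% in these data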;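 further: peak over basal fluorescence ratio within a 140 s kinetic read after compound addition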
# Starred values were filed as active, the others as inactive; x = not tested or not shown.
SMILES,TAAR1 antagonist,OXTR potentiator,CHO-K1 Ca antag,CHO-K1 Ca PAM,CHRM1 antagonist,CHO parental Ca,M1 ag parental,TAAR1 agonist,CHRM1 agonist
Cc1cc(C)cc(N/C(N)=N/c2nc(C)cc(C)n2)c1,24,-13,-5,-13,2,1,8.0,39*,-5
CC(C)(C)OC(=O)N1CCC(Cc2cc(-c3cccc(Br)c3)no2)(C(=O)O)CC1,16,7,-12,23,-10,-12,0.0,0,-9
COc1ccc(CC(=O)Nc2cccc(-c3csc(C)n3)c2)cc1,8,-7,-1,3,-7,-32,0.5,2,-3
CCN(CC)C(=O)CSc1nnc(-c2cnccn2)n1-c1ccc(C)cc1,7,-9,-6,14,-15,-29,0.3,11,-6
O=c1c(-c2ccccc2)cocc1-c1ccccc1,2,x,1,2,-8,x,-0.1,0,-5
COc1ccc2cc(-c3[nH]ncc3CN3CCCC3c3nonc3C)ccc2c1 (configuration not stated),6,-19,-7,12,-11,-18,1.3,0,0
O=C(Oc1ccc(Br)cc1)C1CCN(C2=NS(=O)(=O)c3ccccc32)CC1,-1,x,14,-25,13,x,2.5,5,-1
CSC1=Nc2sc3c(c2C2=NCCN12)CC(C)(C)OC3,-28,x,-16,9,11,x,0.7,1,-7
COC(=O)c1ccc(C(=O)OC)c(NC(=S)N2CC(C)CC(C)C2)c1 (configuration not stated),-2,-8,-8,18,0,-13,0.6,17,-6
CC(C)CN(CC(C)C)c1nnc(N)s1,-4,-9,-8,18,-6,-10,0.7,1,-6
O=C1c2ccccc2C(=O)N1CCCc1nc(-c2ccccc2)no1,-6,-2,-7,23,1,-20,8.0,4,-5
COc1cccc(OC)c1C(=O)NC(=S)NCc1ccccc1,-24,-11,-1,16,5,-20,0.0,8,6
Oc1ccc(N2Cc3ccccc3C2)cc1,x,-1,-10,7,-19,-10,-0.3,x,-7
FC(F)(F)c1cccc(NC(=S)Nc2ccc(Cl)cc2Cl)c1,22,-3,11,-2,3,-9,0.7,7,0
CCOc1ccc(NC(=O)CNC(=O)c2ccco2)cc1,-8,-10,-16,30,-24,12,0.7,3,0
COC1=C(OC)c2ccccc2C(C(=O)O)N/C1=C(/C)Nc1ccncc1 (configuration not stated),7,-6,-3,9,-5,-23,-0.1,4,-1
Cc1ccc2nc(-c3cccc(S(=O)(=O)N4CCCC4)c3)cn2c1,-10,-6,-9,12,-10,-15,0.1,-2,-5
CC12CCC(C(=O)NNC(=O)c3ccc(F)cc3)(OC1=O)C2(C)C (configuration not stated),-30,-8,-1,18,-7,-4,1.6,0,-2
C/C(CC(=O)NCc1ccco1)=N\NC(=O)Cc1ccccc1,0,-20,-2,9,-11,-3,-0.2,2,-3
Cc1cc(Nc2ccccc2)c2c([N+](=O)[O-])cc(C)c(C)c2n1,18,-13,-6,14,0,-34,0.5,14,-5

# Given with two lines to a compound: 5 of the compounds above
# Below each SMILES – TAAR1 antagonist	OXTR potentiator	CHO-K1 Ca antag	CHO-K1 Ca PAM	CHRM1 antagonist	CHO parental Ca	M1 ag parental	TAAR1 agonist	CHRM1 agonist
- CCOc1ccc(NC(=O)CNC(=O)c2ccco2)cc1
→ -8	-10	-16	30	-24	12	0.7	3	0
- Cc1ccc2nc(-c3cccc(S(=O)(=O)N4CCCC4)c3)cn2c1
→ -10	-6	-9	12	-10	-15	0.1	-2	-5
- CSC1=Nc2sc3c(c2C2=NCCN12)CC(C)(C)OC3
→ -28	x	-16	9	11	x	0.7	1	-7
- COc1ccc2cc(-c3[nH]ncc3CN3CCCC3c3nonc3C)ccc2c1 (configuration not stated)
→ 6	-19	-7	12	-11	-18	1.3	0	0
- CC(C)CN(CC(C)C)c1nnc(N)s1
→ -4	-9	-8	18	-6	-10	0.7	1	-6

# The list goes on:
SMILES,TAAR1 antagonist,OXTR potentiator,CHO-K1 Ca antag,CHO-K1 Ca PAM,CHRM1 antagonist,CHO parental Ca,M1 ag parental,TAAR1 agonist,CHRM1 agonist
CC(C)(C)c1cc(C(=S)N2CCCC2)cc(C(C)(C)C)c1O,-17,x,-5,17,-27,x,1.6,15,1
COc1ccc2nc(C)cc(N3CCN(c4ccccc4)CC3)c2c1,3,-7,-18,13,-11,-45,0.8,6,-10
C#CCOC(=O)C[N+](C)(C)C/C=C/c1ccccc1,-16,-3,7,-12,5,-9,-0.6,1,-7
O=C(c1ccc(C(=O)N2CCCCCC2)cc1)N1CCCCCC1,-1,-22,0,-3,-5,1,0.1,9,0
OC(c1cc(-c2cccc(Cl)c2)nc2ccccc12)C1CCCCN1 (configuration not stated),44,x,15,12,5,x,27*,29,12
O=C(CSc1nnc(C2CC2)n1-c1ccccc1)Nc1ccc(N2CCOCC2)cc1,2,4,-16,18,-5,-5,-0.2,8,-3
O=C(Nc1ccc2c(c1)OCCO2)c1cccc(S(=O)(=O)N2CCCCC2)c1,11,-6,-5,1,-3,-15,2.0,3,-8
CN(C)CCCN(Cc1cc2cc3c(cc2[nH]c1=O)OCO3)C(=S)Nc1cccc(Cl)c1,-2,-9,4,1,2,-28,-0.2,1,-13
CC(C)N(C(=O)Cn1c(SCC(=O)NC2CC2)nc2ccccc21)C(C)C,5,-4,-9,12,-9,-15,0.4,0,2
CC(C)[C@H](NC(=O)c1ccccc1)C(=O)OCC(=O)N1CCc2ccccc2C1,6,-2,5,9,-3,4,1.7,9,-3
CCC(Cc1ccccc1)NS(=O)(=O)c1c(C)nc2scc(C)n2c1=O (configuration not stated),1,-5,-22,14,-17,-9,-0.4,0,0
COc1ccc(CN2CCNC(=O)C2CC(=O)NCC2CCOCC2)c(F)c1 (configuration not stated),-14,0,-4,12,-5,1,1.0,1,-2
COc1ccc([N+](=O)[O-])cc1NS(=O)(=O)c1cc(C(=O)N2CCN(C)CC2)ccc1OC,-8,-2,-24,16,-4,-4,0.7,1,-5
Cc1ccc(CSc2nnc(-c3cccnc3)n2N)cc1,8,1,-6,13,-4,-3,0.2,1,-5
C/C(=N\NC(=O)NC1CCCCC1)c1ccc(OC(F)F)cc1OC(F)F,-3,-12,-17,-5,4,-16,0.6,6,-5
COc1ccc(CCNC(=S)NC2CCN(Cc3ccccc3)CC2)cc1,-3,-7,-4,24,4,-26,3.4,11,-12
CCS(=O)(=O)c1ccc(O)c(NC(=O)c2ccc(S(=O)(=O)N3CCCCCC3)cc2)c1,26,-3,-1,5,-3,-6,-0.2,3,-2
COc1ccc(CN2C(=O)C(CC(=O)NCC3CCCCC3)CC(C(=O)N3CCOCC3)=C2C)cc1 (configuration not stated),-6,x,-2,-8,0,x,-0.2,-2,-5
COCCn1c(C)cc(C(=O)COC(=O)c2ccc(-n3nc(C)cc3C)cc2)c1C,-18,-11,-7,1,-3,-1,0.7,10,-2
COc1ccc(OCC(O)CN2CCN(c3ccc(OC)cc3)CC2)cc1 (configuration not stated),-8,-18,-14,3,-8,-8,3.3,5,-6
CCCOC(=O)CN1C(=O)c2ccccc2C1=O,6,-4,0,1,3,5,-0.3,-3,-2
COc1ccccc1OCc1ccc(C(=O)N2N=C(C(F)F)CC2(O)C(F)F)o1 (configuration not stated),21,-2,-8,-1,-1,-5,1.7,5,-10
O=C(NCc1ccccc1)C1=C[C@@H](c2ccc(C(F)(F)F)cc2)C[C@@H](OCCCCO)O1,6,-8,-1,5,-10,-19,0.0,4,-6
Cc1c(C)c2cc3c(C)coc3cc2oc1=O,-5,-13,-5,20,-17,-8,0.3,10,0
CCc1ccc(-c2cc(C(=O)Nn3cnnc3)c3ccccc3n2)cc1,8,-5,-14,24,-6,-7,1.2,6,-3
O=[N+]([O-])c1ccc(Sc2cc[n+]([O-])c3ccccc23)c([N+](=O)[O-])c1,-27,-1,-1,12,3,5,-1.0,3,-6
Nc1cccc(-c2nc3ncccc3o2)c1,-11,4,-15,-26,-5,0,0.2,4,-4
O=C(Cc1ccc2ccccc2c1)Nc1ccccc1Br,-3,-6,4,-17,-8,9,0.0,1,-4
Fc1ccc(CNC(=S)NCc2ccc(F)cc2)cc1,13,-13,6,-11,0,-1,3.6,4,0
CC1(C)CC2(CC(C)(C)N1)OC(=O)N1CCc3ccccc3C12C (configuration not stated),5,1,3,9,-17,-15,0.3,3,-5
Cc1cc([N+](=O)[O-])nn1Cc1noc(C(=O)NCCc2ccccn2)n1,-1,-1,-4,21,-4,-6,0.3,19,-9
O=C(NNC(=O)c1ccccc1O)c1ccc(-c2ccc([N+](=O)[O-])cc2)o1,41,-17,9,-18,18,17,7.5,15,2
CS(=O)(=O)N(Cc1ccc(C(=O)NC2CCCCC2O)cc1)c1ccccc1 (configuration not stated),-8,-7,-2,4,-15,-12,0.0,-2,-3
O=C(NCCCN1CCCC1)c1ccc(CSCc2cccc(Cl)c2)o1,-3,-2,-4,19,17,-12,0.5,9,-8
O=C(c1cc2ccccc2oc1=O)N(Cc1ccco1)Cc1cccs1,25,-6,-5,4,-1,-15,2.4,7,-4
O=C(NCc1ccc(F)cc1)Nc1ccccc1,-14,-10,-3,0,-4,-11,5.8,0,-1
Cc1ccc(CNC(=O)Cn2nnc3ccccc3c2=O)cc1,-13,0,-19,2,-7,0,1.2,3,-3
O=[N+]([O-])c1ccc(S(=O)(=O)NN=Cc2ccc3c(c2)OCO3)cc1,-26,x,-17,25,-12,x,1.2,2,-2
COc1ccc2nc(NC(=O)C3CCN(S(=O)(=O)c4cnc[nH]4)CC3)sc2c1,9,-4,-7,11,-18,-17,0.5,6,-3
Cc1ccc(S(=O)(=O)N2C[C@H]3C(=O)C[C@@H](c4ccccc4)N(S(=O)(=O)c4ccc(C)cc4)[C@H]3C[C@H]2c2ccccc2)cc1,-16,x,-4,-4,-2,x,-0.2,2,-2
COc1ccc(CCCc2nnc(SCC(=O)Nc3nc(C)cs3)n2C)cc1,-2,-2,-18,16,-1,-18,1.5,13,-12
CCn1c(SCC(=O)Nc2ncc(C(F)(F)F)cc2Cl)nnc1-c1cccc(C)c1,-9,-1,7,-6,9,-20,0.1,1,-11
C/C(=N\NC(=O)c1cccnc1)c1ccc(-c2ccccc2)cc1,-18,-8,-6,8,-8,-18,1.0,-1,-5
CCCOc1c(Br)cc(C2C3=C(CCCC3=O)N(CC)C3=C2C(=O)CCC3)cc1OC,-10,-4,-17,6,-5,-17,0.5,12,-9
CN1C(C(=O)N2CCc3ccccc3C2)=CC(c2ccc(F)cc2)=NS1(=O)=O,9,-4,3,-21,12,-15,3.0,42*,-3
